Screening results: PubChem BioAssay, Broad Institute
ARNT TACC3 PPI: disruptors of human ARNT/TACC3 interaction; inhibition, % at 9.99 µM; hit rate 0.66% among 390,000; AlphaScreen His-ARNT PAS-B/GST-TACC3 binding, luminescence; TACC3 fragment carries E629A point mutation; Q9Y6A5;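 active = mean inhibition of replicates at least 50% and at least half of replicates each reaching 50%; inconclusive = half or more replicates reach 50% but mean below 50%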;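 note: 0% = complete ARNT plus TACC3 wells and 100% = ARNT alone without TACC3; many hits fall short of the cut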
Casp6 inh: caspase-6 (human) enzyme inhibition. hit rate 0.53% among 350,000. purified caspase-6, Z-VEID-R110 cleavage fluorescence. inhibition, % at 12.5 µM;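 active = mean inhibition across replicates at least about 35%, with every replicate also reaching that limit, limit read from the data; inconclusive = only one of the two criteria met; inactive = neither criterion met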;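 note: 0% = median of neutral control wells and 100% = no fluorescence left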
E-selectin induc: induces E-selectin expression in human endothelial cells. HUVEC E-selectin immunofluorescence imaging; normalized: neutral wells 0, TNF-alpha wells 100. activation, % at 7.58 µM. hit rate 0.37% among 260,000. P16581;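 active = mean E-selectin-positive cell signal at least 10% of the positive control, reached in at least 60% of replicates, without over 20% cell loss; inconclusive = no rule given, readout overlaps actives, possibly toxicity-flagged; inactive = the rest, including those meeting only one limit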;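 note: in these data hits start at about 27%; measured in HUVEC primary endothelial cells; signal is the percent of cells scored E-selectin positive by PE staining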
Target sequence (P16581 whole entry, looked up): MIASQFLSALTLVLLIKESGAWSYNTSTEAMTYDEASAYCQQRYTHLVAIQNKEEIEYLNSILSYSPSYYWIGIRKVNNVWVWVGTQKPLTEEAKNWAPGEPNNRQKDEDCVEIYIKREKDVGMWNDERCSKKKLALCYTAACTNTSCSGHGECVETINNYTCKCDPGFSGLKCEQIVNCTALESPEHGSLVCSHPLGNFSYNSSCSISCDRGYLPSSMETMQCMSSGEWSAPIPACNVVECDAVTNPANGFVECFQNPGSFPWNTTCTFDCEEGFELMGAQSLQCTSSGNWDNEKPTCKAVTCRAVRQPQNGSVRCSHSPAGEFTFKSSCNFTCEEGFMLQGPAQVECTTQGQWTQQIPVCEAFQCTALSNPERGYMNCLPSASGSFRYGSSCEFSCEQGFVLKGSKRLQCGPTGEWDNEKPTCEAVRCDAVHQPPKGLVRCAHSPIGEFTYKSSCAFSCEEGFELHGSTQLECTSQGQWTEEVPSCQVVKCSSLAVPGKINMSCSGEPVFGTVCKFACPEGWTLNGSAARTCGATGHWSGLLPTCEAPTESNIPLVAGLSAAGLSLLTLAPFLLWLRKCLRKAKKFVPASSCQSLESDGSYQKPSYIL
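material = human umbilical vein endothelial cells (HUVEC), E-selectin induction | quantity = 3,000 cells/well | medium = EGM-2 growth medium on 0.1% gelatin-coated wells | technique = immunofluorescence imaging | read-out basis = % PE-positive cells | control set = TNF-alpha positive control, DMSO neutral control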
ERp5 inh: ERp5 (human) disulfide isomerase inhibition; Q15084; ERp5 insulin aggregation, absorbance 650 nm, 90 min; inhibition, % at 9.99 µM; hit rate 0.05% among 350,000;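 active = mean replicate inhibition above about 25%, with every replicate also reaching it, limit read from the data, passing the limit was not always enough; inconclusive = only one of those two criteria met; inactive = neither criterion met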
Target sequence (Q15084 whole entry, looked up): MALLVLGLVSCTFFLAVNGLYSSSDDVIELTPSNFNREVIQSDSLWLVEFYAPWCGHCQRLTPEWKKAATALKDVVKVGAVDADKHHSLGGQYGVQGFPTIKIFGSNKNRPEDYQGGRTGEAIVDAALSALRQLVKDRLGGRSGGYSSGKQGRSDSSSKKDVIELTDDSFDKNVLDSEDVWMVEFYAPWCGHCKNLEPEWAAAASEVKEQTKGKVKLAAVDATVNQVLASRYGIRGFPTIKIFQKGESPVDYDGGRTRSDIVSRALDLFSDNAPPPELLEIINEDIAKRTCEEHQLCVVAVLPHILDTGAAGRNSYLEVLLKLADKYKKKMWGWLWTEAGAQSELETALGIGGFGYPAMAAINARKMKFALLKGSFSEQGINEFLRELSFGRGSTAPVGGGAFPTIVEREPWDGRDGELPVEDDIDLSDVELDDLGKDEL
esBAF inh: blocks esBAF chromatin remodeling in mouse ES cells; Bmi1-luciferase knock-in reporter, 24 h; 100% = twice the neutral-well signal; reporter increase, % at 12.5 µM; hit rate 2% among 350,000; AID 602393; in the data active = activation above about 40%; inconclusive = no clear call, values can overlap the other calls;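 note: 0% = median of the plate's neutral control wells and 100% = double that signal; a rise in the Bmi1 reporter signal indicates esBAF inhibition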
RAD52 inh: RAD52 (human) annealing inhibition; P43351; recombinant RAD52 DNA annealing, FRET fluorescence; inhibition, % at 18.7 µM; hit rate 0.46% among 360,000;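 active = every replicate showing at least 50% inhibition; inconclusive = mean inhibition at least 50% but not in every replicate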
PglD DTNB: PglD (C. jejuni) enzyme inhibition; AID 602405; hit rate 0.098% among 360,000; purified PglD enzyme, DTNB colorimetric CoA detection; inhibition, % at 12.5 µM; in the data active = inhibition above about 16%, passing the limit was not always enough; inconclusive = no clear call, values can overlap the other calls; note: strong numbers were not always called active
RAD54 branch: RAD54 (human) branch migration inhibition; Q92698; RAD54 Holliday junction branch migration, FAM/BHQ fluorescence; inhibition, % at 10.4 µM; hit rate 0.14% among 360,000;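 active = mean normalized replicate activity at least 40 and at least half of replicates scoring 40 or more; inconclusive = only one of the two criteria met; inactive = mean below 40 and under half of replicates reaching 40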;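 note: 0% = median of neutral control wells and 100% = median of positive control wells; inhibitors cause a drop in the FAM fluorescence signal; in these data hits start at about 50%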
An asterisk follows results filed as active; ? = inconclusive; / = not tested or not shown.

SMILES	ARNT TACC3 PPI	Casp6 inh	E-selectin induc	ERp5 inh	esBAF inh	RAD52 inh	PglD DTNB	RAD54 branch
c1csc(Cc2nc(-c3ccc(-n4cccc4)cc3)no2)c1	7	1	0.1	-2	26	-25	6	-8
O=C(CN1C(=O)/C(=C/c2ccco2)SC1=S)NC1CCS(=O)(=O)C1 (centres undefined)	10	49*	/	0	-10	-123	-8	-3
c1ccc(Cc2nn3c(COc4ccccc4)nnc3s2)cc1	-17	/	/	/	3	/	7	5
CN(CCc1ccccn1)C(=S)Nc1ccc(Cl)c(Cl)c1	-12	1	0.0	4	/	-94	/	/
COc1ccc2c(c1)C(=O)OC2CC(=O)O (centres undefined)	4	/	/	/	3	/	3	8
CCC(=O)N(C)C[C@H]1Oc2ncc(-c3ccccc3F)cc2C(=O)N([C@@H](C)CO)C[C@@H]1C	3	-4	0.0	0	-2	6	-2	-3
CC[C@@H]1Cc2[nH]c(=O)[nH]c(=O)c2[C@H](c2ccc(Cl)cc2)O1	/	3	0.1	-6	/	1	/	/
CCN(CC)CC(=O)n1c2c(c3ccccc31)CCCC2	1	/	/	/	6	/	-5	4
O=C(Nc1nc(-c2ccccn2)cs1)Nc1ccc(F)cc1F	12	5	/	0	2	-32	-2	8
C/C(=N/NC(=O)c1ccncc1)c1ccccc1	1	-1	/	2	19	-63	3	5
CCC(=O)NC(=S)Nc1ccc(NC(=O)c2cc3ccccc3o2)c(OC)c1	/	-6	3.1	2	/	-5	/	/
CN(C)CC(=O)Nc1ccc2c(c1)[C@H]1C[C@@H](CC(=O)NCC3CC3)O[C@H](CO)[C@H]1O2	-3	2	0.3	-2	5	0	1	11
CCOC(=O)C1(Cc2cccc(OC)c2)CCN(Cc2cccc(OC)c2O)CC1	10	1	/	?	/	-10	/	/
CCOC(=O)CCC(=O)c1c(C)oc2ccc(OC)cc12	-5	/	/	/	-37	/	3	-4
CC(C)(C)OC(=O)C[C@H]1C/C=C\C[C@@H](CC(=O)N(CCO)Cc2ccccc2)C(=O)N2CCC[C@H]2COC1=O	-4	-1	0.0	-2	-1	-1	4	-12
CC(NC(=O)CCc1ccccc1)c1cc2c(cc1Cl)OCCO2 (centres undefined)	-2	0	-0.8	-8	-8	-13	0	-2
Cn1c(-c2sc3cc(C(F)(F)F)cnc3c2-c2ccccn2)n[nH]c1=S	/	0	/	2	/	-2	2	-1
Cc1ccc(OC(=O)C2CCN(C(=O)c3ccccc3C)CC2)c(Br)c1	-6	2	/	2	-1	-2	1	-7
C[C@H](CO)N1C[C@H](C)[C@H](CN(C)C(=O)Nc2ccc(C(F)(F)F)cc2)Oc2ncc(-c3ccc(C#N)cc3)cc2C1=O	5	-3	-0.4	15	-28	5	-1	-4
COc1cc(OC)c(/C=N/NC(N)=S)cc1Br	-1	-1	/	0	/	-16	/	/
C=CCNC(=O)CSc1ncc2c(n1)-c1c(csc1SC)CC2	/	3	/	0	/	-19	3	0
CO[C@@H]1CN(C)C(=O)c2ccc(NC(=O)NC3CCCCC3)cc2OC[C@@H](C)N(CCc2ccccc2)C[C@H]1C	34	0	-0.2	3	14	-17	-1	-2
COc1ccc(NC(=O)Nc2ccc3c(c2)[C@@H]2C[C@H](CC(=O)NC4CCCC4)O[C@H](CO)[C@@H]2O3)cc1	-2	-1	0.1	6	-2	3	0	-3
O=C1N(CN2CCC3(CC2)OCCO3)c2ccccc2C12OCCCO2	1	/	/	/	-8	/	1	4
C=CCOc1c(Br)cc(CNc2ccc(NC(=O)C(C)C)cc2)cc1OCC	1	-1	/	1	/	7	-4	10
CCOc1ccc(N2C(=O)Nc3ccccc3C2(O)C(=O)NCc2ccco2)cc1 (centres undefined)	6	-1	0.7	-4	/	-4	/	/
N#C[C@H]1[C@H](c2ccc(-c3ccc(F)cc3)cc2)[C@H](CO)N1C(=O)Cc1ccccc1	0	2	-0.6	3	2	-44	-1	9
COCC(=O)N1C[C@@H]2[C@H](c3ccccc31)[C@H](CO)N2C(=O)C1CCCC1	-13	2	-0.4	-2	1	-7	-3	0
CC(=O)Nc1ccc(NC(=O)CSc2nnnn2-c2ccc3c(c2)OCCO3)cc1	-1	2	2.4	-2	-5	-4	/	/
CC1(C(=O)NCc2cccc(C(F)(F)F)c2)CCN1Cc1ccc(-c2ccccc2)o1 (centres undefined)	/	1	-1.6	1	-2	-17	0	1
COc1ccccc1NC(=O)c1c(C)nc2ccccc2c1C(=O)O	3	-1	6.5	4	-6	-17	-1	7
CSC(=NC#N)N1CCN(C(=NC#N)SC)CC1	/	-2	/	5	-4	-5	-2	-8
COc1ccc(Cl)cc1N(CC(=O)Nc1ccccc1C(=O)N1CCCC1)S(C)(=O)=O	-4	3	/	-14	2	-11	2	-1
CCCCN(C(=O)c1ccc2c(c1)OCCO2)c1c(N)n(CC(C)C)c(=O)[nH]c1=O	0	-3	-2.3	0	/	-18	/	/
Nc1nc(Br)c2c(F)cccc2c1-c1ccc(F)cc1	-1	0	/	6	-6	-4	0	-7
Cc1noc(C)c1COc1cccc(C(=O)Nc2ccc(C#N)cc2)c1	2	/	/	/	1	/	-5	-14
C[C@@H]1CCCCO[C@H](CN(C)Cc2ccncc2)[C@@H](C)CN([C@@H](C)CO)C(=O)c2cc(NC(=O)Nc3ccc4c(c3)OCO4)ccc2O1	12	2	0.1	3	1	29	6	0
Cc1cc(C)cc(N2C(=O)CCN(Cc3ccccc3)C2=O)c1	-11	-2	0.4	7	-3	-2	-3	3
O=C1CS(=O)(=O)N(Cc2cccc(F)c2)c2ccc(Br)cc21	-23	1	0.1	3	5	-28	5	-13
O=C(O)c1ccc(Cl)c(S(=O)(=O)N2CCCC2)c1	-4	12	0.0	-4	-7	-13	/	/
Cc1ccc(S(=O)(=O)N(C)C[C@H]2Oc3c(NS(=O)(=O)c4ccc(F)cc4)cccc3C(=O)N([C@@H](C)CO)C[C@H]2C)cc1	18	/	-9.3	/	0	/	1	1
COC(=O)[C@H](Cc1ccccc1)NS(=O)(=O)N[C@@H](Cc1ccccc1)C(=O)OC	-2	-2	0.5	1	0	-3	-2	5
CCOc1ccccc1Oc1coc2cc(OCC(=O)O)ccc2c1=O	5	16	/	?	-1	-8	1	12
CS(=O)(=O)N1[C@H](C#N)[C@H](c2ccccc2-c2ccccc2F)[C@@H]1CO	/	0	0.0	1	/	-10	/	/
CCC1=NN(C(=O)c2ccccc2O)C(O)(c2ccccc2)C1 (centres undefined)	11	72*	/	-1	87*	-5	-2	-11
Cc1ccc(NC(=O)c2cc(S(=O)(=O)N3CCCC3)c[nH]2)c(C)c1	-7	3	0.1	-6	3	-3	-1	-10
O=C(CSc1nnnn1Cc1ccccc1)Nc1ccc2c(c1)OCCO2	/	-4	/	0	6	-13	-2	-5
Cc1ccc2nc(/N=C(\N)NC(=O)NC3CCCCC3)nc(C)c2c1	4	4	0.2	1	/	-8	4	9
CCOC(=O)C1=C(CC)OC(N)=C(C#N)C1c1cc(OC)ccc1OC (centres undefined)	-18	/	/	/	0	/	3	4
CCOc1ccc(NC(=O)CN(C)C(=O)c2ccccc2OCc2cccc(C)c2)cc1OCC	-16	-119	/	2	17	-6	-2	-7
CCC(=O)Nc1ccc(N2CCC(C)CC2)cc1	1	/	/	/	22	/	6	-11
COc1cccc(/C=N/NC(=O)c2ccc(OCc3cccc(Br)c3)cc2)c1	-4	/	/	/	3	/	0	7
CC(=O)/C(=N\Nc1ccc(Cl)cc1)Sc1nnc(-c2ccccc2)n1-c1ccccc1	-7	-1	/	-4	/	-6	/	/
COc1ccc(CN(C)C[C@H]2Oc3c(NC(=O)Nc4ccccc4)cccc3C(=O)N([C@@H](C)CO)C[C@H]2C)cc1	1	3	0.3	3	0	16	-1	-1
NS(=O)(=O)c1ccc(N/N=C/c2ccccn2)c([N+](=O)[O-])c1	-7	1	/	5	/	-3	/	/
O=C(O)c1ccccc1C1c2ccccc2Oc2ccccc21	-2	4	-0.7	3	6	-13	-4	-3
COc1cccc2sc(Nc3nc(-c4ccccn4)cs3)nc12	45*	/	/	/	?	/	2	0
COC(=O)c1ccc(Cn2nnc3c(=O)[nH]c(C4CCCN(S(=O)(=O)c5ccccc5)C4)nc32)cc1 (centres undefined)	-3	0	0.3	-2	9	0	-1	9
COc1ccc(S(=O)(=O)NC2CC(=O)N(c3ccc(C)c(C)c3)C2)cc1 (centres undefined)	-3	2	0.1	-5	6	6	/	/
O=S(=O)(Nc1ccc(OC(F)F)cc1)c1ccc(-c2ccon2)s1	0	11	-0.1	0	5	-33	-3	-8
New compounds follow.
SMILES	ARNT TACC3 PPI	Casp6 inh	E-selectin induc	ERp5 inh	esBAF inh	RAD52 inh	PglD DTNB	RAD54 branch
C[C@@H]1CN([C@H](C)CO)C(=O)c2cc(NC(=O)Cc3ccccc3)ccc2O[C@H]1CN(C)CC1CC1	/	0	0.7	-9	/	9	/	/
N#Cc1ccc(S(=O)(=O)N2CCCCC2c2cc(C(=O)N3CCOCC3)no2)cc1 (centres undefined)	/	-2	0.0	-2	-6	-7	1	-2
O=C(NC1CCCCC1)C(c1ccc(Cl)cc1)N1CCC2(CC1)OCCO2 (centres undefined)	-2	/	/	/	4	/	3	3
CN(Cc1ccccc1NS(=O)(=O)c1ccc(Cl)cc1)C1CCCCC1	18	/	0.1	4	-2	-18	-8	6
COc1ccc(CN2[C@H](CO)[C@H]3c4ccccc4N(C(=O)Nc4ccccc4)C[C@H]32)cc1	2	-2	0.1	-1	12	-4	-6	5
COc1ccc(S(=O)(=O)Nc2ccc3c(c2)C(=O)N([C@@H](C)CO)C[C@H](C)[C@@H](CN(C)C(=O)NC(C)C)OCCCC[C@H](C)O3)cc1	-3	-1	-0.7	3	-3	14	0	-11
C/C(N)=C(/C#N)C(=O)COC(=O)c1ccc(NC(N)=O)cc1	-9	-1	-1.6	0	-7	-11	-2	1
COc1ccc(C(=O)Nc2ccc3ccccc3n2)cc1OC	0	1	0.2	2	70*	-2	1	5
O=C(O)c1cc(S(=O)(=O)Nc2ccccc2Cc2ccccc2)ccc1Cl	-18	-3	0.0	-8	-2	-13	-4	9
Cc1ccccc1N1CCN(C(=O)NCc2cccc(Cl)c2)CC1	-2	0	0.0	2	0	-20	-1	5
Cc1ccc2c(c1)[C@H]1[C@H](CO2)[C@H](c2ccccc2)[C@]2(C)C(=O)N(Cc3ccc(Cl)cc3)CC(=O)N12	-3	-3	0.7	1	-6	-30	0	-3
CCC(Oc1cc(Cl)ccc1Cl)C(=O)N1CCCN(C)CC1 (centres undefined)	2	1	-0.1	-3	0	-16	-1	6
O=C(O)c1ccc(SCc2ccccc2)nc1	-7	5	1.1	-2	/	-18	-1	-1
Cn1nnnc1N=N/C(=N/Nc1ccccc1)c1ccccc1	18	2	/	3	/	-18	1	13
Cc1ccc(N2CC(C(=O)Nc3nnc(SCCC4OCCO4)s3)CC2=O)cc1 (centres undefined)	-4	5	-0.1	3	3	-12	-4	-8

Full records as entered above.
Record of `COc1ccc(S(=O)(=O)Nc2ccc3c(c2)C(=O)N([C@@H](C)CO)C[C@H](C)[C@@H](CN(C)C(=O)NC(C)C)OCCCC[C@H](C)O3)cc1` = ARNT TACC3 PPI: -3; Casp6 inh: -1; E-selectin induc: -0.7; ERp5 inh: 3; esBAF inh: -3; RAD52 inh: 14; PglD DTNB: 0; RAD54 branch: -11
Record of `CN(Cc1ccccc1NS(=O)(=O)c1ccc(Cl)cc1)C1CCCCC1` = ARNT TACC3 PPI: 18; Casp6 inh: /; E-selectin induc: 0.1; ERp5 inh: 4; esBAF inh: -2; RAD52 inh: -18; PglD DTNB: -8; RAD54 branch: 6
